Screens from PubChem.
esBAF inh – SWI/SNF esBAF complex inhibition | reporter increase, % at 12.5 µM | 350,000 compounds, 2% hits | mouse ES cells, Bmi1-luciferase knock-in reporter, 24 h; 100% = twice the neutral-well signal; in the data active means activation above about 40%;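 further: 0% = median of the plate's neutral control wells and 100% = double that signal; a rise in the Bmi1 reporter signal indicates esBAF inhibition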
Casp6 inh – inhibitors of human caspase-6; purified caspase-6, Z-VEID-R110 cleavage fluorescence; P55212; inhibition, % at 12.5 µM; AID 686996; 350,000 compounds, 0.53% hits;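 active means mean inhibition across replicates at least about 35%, with every replicate also reaching that limit, limit read from the data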;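 further: 0% = median of neutral control wells and 100% = no fluorescence left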
Target sequence (P55212 24-179 limits assumed): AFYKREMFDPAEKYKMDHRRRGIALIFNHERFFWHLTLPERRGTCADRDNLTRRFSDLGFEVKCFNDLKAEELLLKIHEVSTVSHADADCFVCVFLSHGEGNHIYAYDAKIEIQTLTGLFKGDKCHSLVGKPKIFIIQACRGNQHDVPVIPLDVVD
Target sequence (P55212 194-293 limits assumed): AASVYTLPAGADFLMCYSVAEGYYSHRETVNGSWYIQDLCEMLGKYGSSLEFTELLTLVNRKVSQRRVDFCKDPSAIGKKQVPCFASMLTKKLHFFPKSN
LGR2 antag – Drosophila LGR2 receptor signaling inhibition; HEK293 LGR2, CRE-luciferase, bursicon-stimulated, 4 h; inhibition, % at 9.99 µM; 380,000 compounds, 0.35% hits; AID 720647;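 active means drop in luminescence signal, shown as inhibition above about 50% in the replicate tests, limit read from the data, passing the limit was not always enough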;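 further: agonist challenge used bursicon conditioned medium at about half maximal strength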
FN deposit inh – fibronectin deposition inhibition. 350,000 compounds, 0.086% hits. AH1F fibroblasts, Alexa488-fibronectin deposition fluorescence, overnight. inhibition, % at 12.6 µM;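 active means mean inhibition across replicates of 30% or more, regardless of how many single replicates reach that level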;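 further: positive control wells lacked labelled fibronectin entirely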
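Material: AH1F fibroblast monolayer depositing Alexa488-labelled fibronectin into matrix / Amount: 10000 AH1F cells per well / Signal: fluorescence 485/525 nm / Medium: DMEM, 2% serum / Compound: single dose, pinned / Incubation: 1 h cell adhesion before compound, then overnight fibronectin incubation / Reagent: Alexa488-FN, 24 nM final / Read-out: inhibition of fibronectin deposition signal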
C2C12 statin – protects C2C12 myotubes from simvastatin toxicity. AID 602340. ATP luminescence, 48 h; scaled: DMSO 0, geranylgeraniol control 100. 330,000 compounds, 0.78% hits. rescue of ATP level, % at 7.49 µM;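 active means mean ATP rescue above about 67%, or every replicate alone reaching that limit, limit read from the data, passing the limit was not always enough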;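 further: myotubes were challenged with 10 µM simvastatin during compound exposure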
SIRT5 inh – sirtuin-5 (human) deacylase inhibition; Q9NXA8; Purified SirT5, succinyl-peptide AMC, trypsin-coupled fluorescence; inhibition, % at 15 µM; 330,000 compounds, 1.1% hits; AID 652115; in the data active means inhibition above about 15%
Target sequence (Q9NXA8 whole entry, looked up): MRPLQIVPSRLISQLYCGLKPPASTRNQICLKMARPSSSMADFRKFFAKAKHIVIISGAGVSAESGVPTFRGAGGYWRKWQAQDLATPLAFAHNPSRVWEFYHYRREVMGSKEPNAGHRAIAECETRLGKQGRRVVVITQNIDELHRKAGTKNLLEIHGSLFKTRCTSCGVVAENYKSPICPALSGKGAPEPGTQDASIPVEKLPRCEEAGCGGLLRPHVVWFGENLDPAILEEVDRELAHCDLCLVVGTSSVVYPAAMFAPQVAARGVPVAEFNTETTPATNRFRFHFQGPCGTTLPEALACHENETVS
S100A4 inh HTS – inhibitors of human S100A4 binding to myosin IIA peptide; 360,000 compounds, 0.14% hits; inhibition, % at 10.7 µM; S100A4/TAMRA-MyoIIA peptide fluorescence polarization;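 active means mean inhibition of at least 70% across replicates, with every replicate also reaching that level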
Target sequence (P26447 whole entry, looked up): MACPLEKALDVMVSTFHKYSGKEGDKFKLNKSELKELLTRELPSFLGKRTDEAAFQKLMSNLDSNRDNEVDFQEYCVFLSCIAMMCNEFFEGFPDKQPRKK
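Test system – S100A4 monomer (human) · Compound – single-point compound testing · Schedule – 5 min incubation before reading · Probe or stimulus – TAMRA-labelled myosin IIA heavy-chain peptide probe, 5 nM · Benchmarks – neutral control DMSO, positive control TFP · Medium – Calcium-containing HEPES buffer, pH 7.2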
An asterisk follows results filed as active; nt = not tested or not shown.

Values in the order: SIRT5 inh | LGR2 antag | Casp6 inh | S100A4 inh HTS | esBAF inh | C2C12 statin | FN deposit inh
COC(=O)C[C@@H]1CC[C@H]2[C@H](COc3ccc(NC(=O)Nc4cccc(C)c4)cc3C(=O)N2C)O1
→ -8 | -1 | 0 | -10 | 3 | 10 | -10
Cn1c(=O)oc2cc(S(=O)(=O)Nc3ccc(O)cc3)ccc21
→ -2 | 0 | 0 | 13 | 1 | 12 | -6
COc1ccc(-c2noc(-c3cccc(Cl)c3)n2)cc1OC
→ nt | -40 | nt | nt | 49* | 3 | -7
Cc1noc(C)c1S(=O)(=O)N(C)C[C@H]1Oc2c(NC(=O)Nc3ccccc3)cccc2C(=O)N([C@H](C)CO)C[C@@H]1C
→ nt | 0 | 0 | 0 | 3 | -7 | -4
CCOCC(=O)Nc1cccc(SC)c1
→ -3 | 29 | -4 | -3 | 4 | 0 | 8
Cc1ccc2nc(-c3ccc(CN4CCC(n5cc(-c6ccccc6)[nH]c5=O)CC4)cc3)c(-c3ccccc3)nc2c1
→ 0 | -6 | -1 | -6 | nt | nt | 6
COc1ccc2c3c([nH]c2c1)[C@@H](CO)N(C(=O)NC(C)C)CC31CCN(C(=O)c2cccnc2)CC1
→ 7 | -6 | 0 | -13 | nt | nt | nt
COc1ccccc1S(=O)(=O)N(C)C[C@H]1OCc2ccccc2-c2ccccc2C(=O)N([C@H](C)CO)C[C@@H]1C
→ 3 | -11 | 1 | -2 | 4 | 2 | 7
CCC(=O)c1cn(CC(=O)Nc2ccc(F)cc2)c2ccccc12
→ 2 | 16 | 4 | 1 | -5 | -3 | 6
COc1ccc(C(=O)N2C[C@@H]3[C@H](c4ccccc42)[C@@H](CO)N3C(=O)Cc2ccccn2)cc1
→ 1 | 3 | 0 | 0 | 3 | 4 | 6
O=Cc1ccc(OCc2ccc3c(c2)OCO3)cc1
→ 1 | -40 | 4 | -5 | 3 | 1 | 4
CCOC(=O)N1CCN(S(=O)(=O)c2ccc(OCC(=O)OC)cc2)CC1
→ nt | -2 | -2 | -7 | -5 | 20 | 5
Cc1cc(=O)n2nc(N3CCCC3C(=O)Nc3cccc(Cl)c3C)sc2n1 (stereo not given)
→ 1 | 12 | 3 | -14 | -7 | 8 | 1
COc1ccc(NC(=O)C[C@H]2C(=O)N(c3ccc(Br)cc3)C[C@@H]2CSC)cc1
→ -4 | 4 | 0 | -3 | -3 | -1 | -18
Cc1cc(C)cc(NC(=O)CCn2ccnc2)c1
→ -1 | -13 | 0 | -6 | -5 | 0 | -9
CCOc1cc(C(=S)N2CCOCC2)ccc1OC(=O)c1cc(OC)c(OC)c(OC)c1
→ 0 | -8 | -1 | -6 | 2 | 5 | -3
COc1ccc(OC)c(/C=C2\SC(=S)N(C(C(=O)O)c3ccccc3)C2=O)c1 (stereo not given)
→ 10 | 4 | 9 | 9 | 5 | 8 | -6
CC(=O)NCCNc1nc2c(-c3ccccc3)nnn2c2ccccc12
→ 0 | -11 | 1 | 5 | 19 | 0 | 9
CC(=O)c1nn(-c2cccc(Br)c2)cc1C(=O)c1ccc(Cl)cc1
→ -1 | 30 | -3 | -2 | 1 | -73 | 2
COc1cc(OC)cc(C(=O)NC(C(=O)Nc2ccc3c(c2)OCCO3)C(C)C)c1 (stereo not given)
→ -2 | -6 | 3 | 0 | -13 | 13 | -15
CC(=O)N1CCN(S(=O)(=O)c2cccc(C(=O)OCC(=O)N(Cc3ccccc3)C(C)(C)C)c2)CC1
→ -2 | 3 | 5 | 0 | 3 | -3 | -3
Cc1onc(-c2ccccc2)c1C(=O)Oc1cccnc1
→ nt | nt | nt | nt | -13 | -2 | 8
Cc1noc(C)c1S(=O)(=O)Nc1cccc2c1O[C@H](CN(C)Cc1ccc(C(F)(F)F)cc1)[C@H](C)CN([C@@H](C)CO)C2=O
→ -4 | -6 | 1 | -8 | -3 | 24 | 0
C=C[C@]12CC[C@H](OC(C)=O)CC1=CCC1C2CC[C@@]2(C)C1CCC21OCCO1 (stereo not given in full)
→ -4 | -8 | -1 | -6 | nt | -6 | 3
CCCNC(=O)N1C[C@H](O)COC[C@@H]2O[C@H](CC(=O)NCc3ccncn3)CC[C@H]21
→ 2 | 12 | 4 | -2 | -8 | -18 | -3
COc1cc(NC(=O)C2CCCCC2)c(OC)cc1NC(=O)c1ccccc1
→ -1 | 12 | 2 | -2 | -2 | -14 | 6
Cc1cc(C)n(-c2c(F)c(F)c(COC(=O)c3ccccc3)c(F)c2F)n1
→ nt | -17 | nt | nt | -5 | -13 | nt
COc1ccc(/C=C2\SC(=O)N(CCNC(=O)CN3C(=O)NC4(CCCC4)C3=O)C2=O)cc1
→ 1 | -13 | 0 | -5 | 31 | 42 | 4
Cc1ccc(C)c(CN2CCC(CNC(=O)Nc3ccc(Cl)cc3)CC2)c1
→ -4 | -8 | -11 | -12 | -5 | -19 | 0
Fc1cccc(Cl)c1CSc1ccc(-c2cccnc2)nn1
→ -1 | -51 | 3 | -17 | nt | nt | -5
O=C(Cc1cccs1)NCCSc1c(-c2ccc(Cl)cc2)[nH]c2ccccc12
→ -2 | 16 | -2 | -4 | -19 | 35 | -13
COc1ccc(OC)c(C2C(C(=O)c3ccc(C)o3)=C(O)C(=O)N2c2cc(C)on2)c1 (stereo not given)
→ -5 | 3 | -3 | -4 | 2 | -2 | 3
O=C(N/N=C\c1ccc(CNS(=O)(=O)c2ccccc2)o1)C(=O)Nc1ccc(F)cc1
→ -2 | -14 | 0 | -5 | nt | nt | 6
COc1ccc(N2CC(C(=O)NC3CCCCC3)CC2=O)cc1 (stereo not given)
→ -8 | 8 | 1 | 0 | 1 | -2 | -15
COc1ccccc1NC(=O)CSc1nnc2ccccn12
→ 0 | -11 | 0 | -2 | 12 | 6 | -8
CN(NC(=O)c1ccccc1Cl)c1ncc(C(F)(F)F)cc1Cl
→ 0 | -4 | 0 | 5 | nt | nt | 0
C[C@H](CO)N1C[C@H](C)[C@H](CN(C)C(=O)C2CCCCC2)Oc2cc(-c3ccc(C(=O)N(C)C)cc3)ccc2S1(=O)=O
→ 0 | -3 | 3 | 4 | 2 | 2 | nt
CC12N=C3SCc4ccccc4CN3[C@H](c3ccccc3O1)[C@H]2CO[Si](C)(C)C(C)(C)C
→ -3 | nt | -1 | -6 | nt | nt | nt
CCNS(=O)(=O)c1ccc2c(c1)n(C)c(=O)n2C
→ nt | -15 | nt | nt | 1 | 1 | 2
COc1cccc(CNC(=O)C2CCN(C(=O)N(C)C)CC2)c1
→ nt | 2 | nt | nt | -1 | -1 | nt

Printed as active in esBAF inh, among the entries above:
Molecule | SIRT5 inh | LGR2 antag | Casp6 inh | S100A4 inh HTS | esBAF inh
COc1ccc(-c2noc(-c3cccc(Cl)c3)n2)cc1OC | nt | -40 | nt | nt | 49*

Further results follow.
Values in the order: SIRT5 inh | LGR2 antag | Casp6 inh | S100A4 inh HTS | esBAF inh | C2C12 statin | FN deposit inh
CS(=O)(=O)N1c2ccccc2[C@]2([C@@]34C[C@H]5C(=O)N[C@@H](Cc6ccccc6)C(=O)N5[C@@H]3N(S(C)(=O)=O)c3ccccc34)C[C@H]3C(=O)N[C@@H](Cc4ccccc4)C(=O)N3[C@H]12
→ 33* | 3 | -1 | 0 | nt | nt | -2
COCCNC(=S)N/N=C/c1ccc(OCc2ccc(C(=O)OC)cc2)cc1
→ -3 | 13 | -2 | -2 | nt | nt | 6
CNc1nc(Cl)nc2ncn(C)c12
→ 16* | 9 | -1 | -3 | -2 | 2 | 8
CCOC(=O)c1sc(NC(=O)CC2OC(=O)c3ccccc32)nc1C (stereo not given)
→ -2 | -8 | -36 | -4 | 0 | -10 | 4
C[C@@H]1CN([C@H](C)CO)S(=O)(=O)c2ccc(C#CC3CC3)cc2O[C@H]1CN(C)Cc1ccccc1F
→ 14 | -6 | 1 | 4 | -1 | -33 | 9
CC(C)(C)c1nnc(NC(=O)c2cccnc2Cl)s1
→ -1 | 14 | 1 | 0 | 6 | 3 | 1
CC1=C(C(=O)N2CCCCCC2)CC(CC(=O)NCCN2CCOCC2)C(=O)N1Cc1ccccc1 (stereo not given)
→ -4 | 1 | 2 | 1 | 0 | -5 | -1
Nc1nc(-c2ccc3c(c2)CCC(=O)N3)cs1
→ 1 | -21 | 5 | 3 | nt | nt | 1
Cc1ccc2c(c1)N(CC(=O)NCCCN1CCN(C)CC1)C(=O)CO2
→ -2 | -6 | -1 | 1 | -4 | -38 | -2
CCc1cc(=O)oc2cc(OCC(N)=O)c(Cl)cc12
→ nt | nt | nt | nt | -7 | 12 | -1
Cc1nn(Cc2c(Cl)cccc2Cl)c(C)c1N
→ nt | nt | nt | nt | 9 | -4 | -7
Cc1ccc(S(=O)(=O)N2CCN(C3CC(=O)N(CCc4ccccc4)C3=O)CC2)cc1C (stereo not given)
→ nt | -10 | nt | nt | -3 | 18 | 2
O=S1(=O)CC(N2CC=CC2)CN1Cc1cn(Cc2ccc(F)cc2)nn1 (stereo not given)
→ -4 | -45 | -2 | -3 | nt | nt | -3
O=C(CCNC(=O)c1ccc(Cl)cc1)NC1CCCCCC1
→ 3 | -21 | 2 | 4 | 26 | -1 | -3
COCCn1c(N2CCCC2)nc2c1c(=O)[nH]c(=O)n2C
→ 0 | 2 | 2 | 1 | -9 | 43 | -2
CCC(=O)c1ccc(OCC(=O)Nc2ccc3c(c2)OCCO3)cc1
→ -4 | -85 | -1 | -1 | 30 | 3 | 15
CC(C)NC(=O)N[C@@H]1CC[C@H](CC(=O)NCCCN(C)C)O[C@H]1CO
→ nt | -8 | nt | nt | -2 | 10 | -12
C[C@@H]1CCCCO[C@H](CN(C)S(=O)(=O)c2cccs2)[C@@H](C)CN([C@H](C)CO)C(=O)c2cc(NS(C)(=O)=O)ccc2O1
→ -1 | 0 | -2 | -5 | -2 | -8 | nt
O=C(NCCCCCCCCNC(=O)c1cccc2ccccc12)c1cccc2ccccc12
→ nt | 8 | 7 | 0 | nt | nt | 6
C=CCCC(=O)N1C[C@H]2CON(C)[C@H]2C[C@H]1c1cccc(Nc2ccccc2)c1
→ -5 | 11 | 0 | -3 | -3 | 0 | 2
O=C(c1ccc(OC2CCN(Cc3ccccc3OC(F)F)CC2)cc1)N1CCCC1
→ -4 | 12 | -2 | -4 | -6 | 10 | -31
O=C(CCN1CCCCC1)NCC[C@@H]1CC[C@@H](NC(=O)C2CC2)[C@H](CO)O1
→ -3 | 0 | -1 | 12 | -5 | 0 | nt
O=C(Cn1ccc([N+](=O)[O-])n1)N1CCc2ccccc21
→ -3 | -15 | -2 | 1 | -4 | -5 | -1
Cc1cccc(-c2ccc([C@H]3[C@H](CO)N4CCCCN(C(=O)c5cccnc5)C[C@@H]34)cc2)c1
→ -3 | 26 | 3 | -5 | nt | nt | nt

Some of these compounds in order of formula weight, smallest number first:
Values in the order: SIRT5 inh | LGR2 antag | Casp6 inh | S100A4 inh HTS | esBAF inh | C2C12 statin | FN deposit inh
O=C(Cn1ccc([N+](=O)[O-])n1)N1CCc2ccccc21
→ -3 | -15 | -2 | 1 | -4 | -5 | -1
O=C(CCN1CCCCC1)NCC[C@@H]1CC[C@@H](NC(=O)C2CC2)[C@H](CO)O1
→ -3 | 0 | -1 | 12 | -5 | 0 | nt
C=CCCC(=O)N1C[C@H]2CON(C)[C@H]2C[C@H]1c1cccc(Nc2ccccc2)c1
→ -5 | 11 | 0 | -3 | -3 | 0 | 2
Cc1cccc(-c2ccc([C@H]3[C@H](CO)N4CCCCN(C(=O)c5cccnc5)C[C@@H]34)cc2)c1
→ -3 | 26 | 3 | -5 | nt | nt | nt
C[C@@H]1CCCCO[C@H](CN(C)S(=O)(=O)c2cccs2)[C@@H](C)CN([C@H](C)CO)C(=O)c2cc(NS(C)(=O)=O)ccc2O1
→ -1 | 0 | -2 | -5 | -2 | -8 | nt

A portion of the library; the hit share may differ from the screen's.
